# Screening results as filed in PubChem.
# PTAP TSG101 blk: qHTS Assay for Iinhibitors of HIV-1 Budding by Blocking the Interaction of PTAP/TSG101. Tumor susceptibility gene 101 protein (Homo sapiens), Q99816. Fluorescence polarization, FITC-PTAP peptide / Tsg101 binding. Potency, µM (doses to about 115 µM), for the others: at the top dose activity change, negative = inhibition, actives largely listed as inhibitors. 340,000 tested, under 10 active. AID 493005, 2010; active means well fitted inhibition curve with a large enough effect in the main read-out, with a control signal flat, not every such curve was filed as active; inconclusive means small, poorly fitted or top-dose-only effect, or effect the other way, or a change in a side signal; inactive means no such curve, though single readings can be large or run the other way; further: potency means the concentration at half of the fitted maximal effect; % of control where 0% means no effect
#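 Fluorescence polarization binding of Tsg101 binding domain (10 uM final) to FITC-labeled PTAP peptide (50 nM final) in HEPES pH 7.5 buffer with NaCl, Tween 20, EDTA, TCEP. Compounds added before peptide; binding 20 min at RT.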
# p53 reactivation: qHTS assay for re-activators of p53 using a Luc reporter; H1299 p53-A138V BP100-luciferase reporter, luminescence, 24 h; Potency, µM (top dose mostly 92.2 µM), without a hit: at the highest dose activity change, positive = activation, actives largely listed as activators; 320,000 tested, 0.063% active; further: potency means the concentration at half of the fitted maximal effect; % of control where 0% means no effect; nearly all actives have a fitted effect of over 45% in size
#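 p53-null H1299 cells stably carrying temperature-sensitive p53-A138V and a BP100-luciferase reporter were pinned with compounds (4-point, 1:5 series) and held 24 hrs at 37 deg C. Luminescence was read 10 min after detection reagent.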
# B2AR arrestin: qHTS assay of beta-arrestin-biased ligands of beta2-adrenergic receptor; beta-arrestin recruitment to beta2AR, cell-based reporter; 330,000 tested, 0.02% active; Potency, µM (series often up to 46.1 µM), without a hit: at the top dose activation, usual class: activators; AID 492947, 2010; Beta-2 adrenergic receptor (Homo sapiens), P07550;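 further: potency means the concentration at half of the fitted maximal effect; 0% = DMSO controls and full agonism = EC100 isoproterenol or metaproterenol; nearly all actives have a fitted effect of over 65% in size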
# ELG1 repair inh: qHTS screen for small molecules that inhibit ELG1-dependent DNA repair in human embryonic kidney (HEK293T) cells expressing luciferase-tagged ELG1. HEK293T ELG1-luciferase reporter, luminescence, 16 h; DNA damage induced by 5-fluorouridine. Potency, µM (titrated, usually from 46.1 µM), for inactives: at the highest dose activity change, negative = inhibition, usual class: inhibitors. 330,000 tested, 2.3% active. AID 504467, 2011; further: potency means the concentration at half of the fitted maximal effect; on the % scale 0 is the no-effect control and ±100 the full control effect; nearly all actives have a fitted effect of over 55% in size
#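 5-Fluorouridine DNA damage + compound/DMSO, 2,000 cells/well, 16 h, 37 °C/5% CO2. ONE-Glo, 30 min RT, luminescence. Readout = decrease in reporter signal.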
# TCR act: Activators of T cell receptors: qHTS campaign; primary human leukocytes, anti-CD3, IL-2 HTRF, 48 h; Potency, µM (series often up to 9.22 µM), without a hit: top-dose activation of IL-2 secretion, actives largely listed as activators; 330,000 tested, under 10 active; AID 504894, 2011; further: % of control where 0% means no effect
#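 Human primary leukocytes + a-CD3 beads + cpd, 48 hr; IL-2 in supernatant by HTRF (ex 320nm / em 665nm). No co-stimulatory signal supplied.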
# a7 integrin act: qHTS for Activators of Integrin-Mediated Alleviation for Muscular Dystrophy. alpha7betagal myoblasts, beta-gal FDG fluorescence, 48 h. Potency, µM (titrated, usually from 38.3 µM), for the others: top-dose activation, most hits filed as activators. 350,000 tested, 0.064% active. AID 624291, 2012;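 further: potency means the concentration at half of the fitted maximal effect; 100% = response of the positive control SU9516; nearly all actives have a fitted effect of over 60% in size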
#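 alpha7betagal+/- myoblasts (passage 13, 250/well) treated 48 h at 37C with compounds at 1:260 dilution of DMSO stock. Lysed, then beta-galactosidase activity read as FDG fluorescence (ex 480/em 540) after 30 min, with pre-read for autofluorescence.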
# BRCA1 expr act: qHTS Assay to Identify Small Molecule Activators of BRCA1 Expression; MCF7-BRCA1-FFLuc reporter, luminescence, 48 h; response scale: scaled: vehicle 0%, 10 µM genistein 100%; Potency, µM (titrated, usually from 46.1 µM), for the others: top-dose activation, usual class: activators; 380,000 tested, 1.1% active; further: potency means the concentration at half of the fitted maximal effect; nearly all actives have a fitted effect of over 80% in size; some results filed as inactive show a strong effect at the top dose
#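 48 h compound treatment of MCF7-BRCA1-FFLuc cells (phenol-red free MEM, 37 °C), then 15 min with luciferase substrate and luminescence imaging.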
# TRPV1 ag: HTS Assay for Compounds that Act as Agonists of the Vanilloid Receptor 1; 320,000 tested, 0.19% active; TRPV1-expressing cells, Fluo-8 calcium influx, agonist mode; Transient receptor potential cation channel subfamily V member 1 (Homo sapiens), Q8NER1; activation, % at 8.33 µM; AID 540275, 2011; in the data active means activation above about 80%; inconclusive means between about 30% and that limit; further: 0% is about no effect
#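 TRPV1-expressing cells were cultured overnight at 35.5C and loaded with Fluo-8 calcium dye for 40 to 90 min at room temperature. After a 10 s baseline, compound was added and calcium influx was read kinetically for 3 min (ex 480/em 520 nm).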
# A-T KAP1 phos: qHTS Assay for Identifying a Potential Treatment of Ataxia-Telangiectasia | 320,000 tested, 0.19% active | […] A-T fibroblasts, KAP-1 phosphorylation AlphaLISA; neocarzinostatin DNA damage 30 min before lysis | Potency, µM (series often up to 57.5 µM), inactives show at the top dose activation, actives largely listed as activators; further: potency means the concentration at half of the fitted maximal effect; % of control where 0% means no effect; nearly all actives have a fitted effect of over 45% in size
#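 ATM-like activity read as KAP-1 phosphorylation via AlphaLISA donor/acceptor antibody pairs after lysis and 6 hr at 25C. Cells were ATM-null patient fibroblasts ([…], hTERT), dosed 60 min, then exposed to the DSB inducer NCS for 30 min.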
# MLL CXXC-DNA inh: qHTS Fluorescence Polarization Assay for Inhibitors of MLL CXXC domain - DNA interaction; MLL-CXXC / FITC-HOXA9 DNA fluorescence polarization; Histone-lysine N-methyltransferase 2A (Homo sapiens), Q03164; 290,000 tested, 0.037% active; Potency, µM (top dose mostly 115 µM), for the others: top-dose activity change, negative = inhibition, usual class: inhibitors; active means well fitted inhibition curve with a large enough effect in the polarisation, with a control signal flat, not every such curve was filed as active; inconclusive means small, poorly fitted or top-dose-only effect, or effect the other way, or a change in a side signal; inactive means no such curve, though single readings can be large or run the other way; the % refers to the polarisation; further: potency means the concentration at half of the fitted maximal effect
#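 Fluorescence polarization: 7 uM MLL-CXXC (stock) preincubated 5 min with compounds, then 50 nM fluorescein-HOX-A9 DNA (stock) added; 30 min ambient. Buffer 50 mM Tris-HCl pH 7.5, 50 mM NaCl, 1 mM DTT, 0.05% BSA.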
# * = called active by the depositor; ? = inconclusive; · = no result given; [ ] = another dose, or the depositor's remark. Unless noted, the call rests on the fitted dose curve; in most records, active means well fitted curve in the direction sought with a large enough effect; inconclusive means small, poorly fitted or top-dose-only effect, or another doubt; inactive means no such curve, though single readings can be large; an effect the other way counts as inactive or inconclusive.
[1] CCC(CCC(=O)Nc1ccc(S(N)(=O)=O)cc1)C(=O)O (stereo not given)
[2] Cc1ccc(C2=NN(C(=O)CNCCO)C(c3cccs3)C2)cc1 (stereo not given)
[3] Cc1ccc(S(=O)(=O)NC(=O)Nc2cccc([N+](=O)[O-])c2)cc1
[4] O=C(NC(=S)N1CCN(c2ccccn2)CC1)c1ccco1
[5] COc1ccc(/C=N/NC(=O)c2nc(Cl)c(Cl)c(N)c2Cl)cc1COc1ccccc1F
[6] CCOc1ccccc1N1CCN(C(=O)c2c(C)noc2C)CC1
[7] COc1ccc(-c2ccc(C(C)=O)cc2)cc1[C@H]1[C@H]2C=CC[C@@H](C)[C@@H]2C(=O)N1Cc1ccccc1
[8] Cc1nc(SCC(=O)c2c[nH]c3ccccc23)n[nH]1
[9] Clc1ccccc1-c1nc(-c2cccnc2)no1
[10] CC(=O)c1ccc(N/N=C2/CCCNC2=O)cc1
assay / entry	1	2	3	4	5	6	7	8	9	10
PTAP TSG101 blk	-1%	1%	-1%	-4%	0%	-11%	-7%	1%	-4%	-4%
p53 reactivation	-6%	8%	1%	-2%	-16%	1%	1%	?	·	14%
B2AR arrestin	0.0%	1.0%	-0.6%	0.1%	0.4%	0.0%	-0.7%	-0.2%	·	0.0%
ELG1 repair inh	13%	?	-3%	1%	?	?	?	?	·	?
TCR act	-1%	1%	0%	7%	-2%	3%	-31%	2%	1%	-1%
a7 integrin act	14%	1%	-14%	-18%	6%[1.53 µM]	6%	4%	-15%	?	23%
BRCA1 expr act	-3%	43%	-13%	9%	-51%	-11%	-25%	0%	72%	46%
TRPV1 ag	-2	30	-1	-1	2	0	?	0	7	-3
A-T KAP1 phos	4%	11%	-2%	1%	6%	-6%	6%	5%	·	2%
MLL CXXC-DNA inh	3%	-1%	6%	3%	19%	2%	2%	15%	-2%	-2%

[11] Clc1ccc(SCc2cc(-c3ccc(Cl)cc3)on2)cc1
[12] COc1ccc(C)cc1NC(=O)c1cccc(-c2ccc(OC(C)=O)cc2)c1
[13] COc1cc(OC)cc(C(=O)N[C@H](C(=O)Nc2nc3ccccc3[nH]2)C(C)C)c1
[14] COc1ccc(C(=O)Nc2ccc(N3CCCCC3)cc2)cc1Br
[15] CC(C)(C)c1ccc(C(=O)NC(=S)N2CCCCCC2)cc1
[16] N#C/C(=C\c1ccc(N2CCCC2)c([N+](=O)[O-])c1)c1nc2ccccc2[nH]1
[17] CCOc1ccc(-c2nnc3ccc(SCC(=O)Nc4nc5ccccc5s4)nn23)cc1
[18] OC(CNCc1ccccc1)COc1ccccc1 (stereo not given)
[19] O=C(c1ccc(S(=O)(=O)NCC2CCCO2)cc1)N1CCN(c2ccccc2)CC1 (stereo not given)
[20] Cc1c(Br)c([N+](=O)[O-])nn1CC(=O)NCc1cccs1
assay / entry	11	12	13	14	15	16	17	18	19	20
PTAP TSG101 blk	-3%	-4%	2%	-2%	-3%	-8%	-4%	-4%	-1%	-11%
p53 reactivation	7%	-4%	1%	24%	-11%	16%	-10%	-10%	-9%	-2%
B2AR arrestin	-0.1%	0.2%	0.2%	0.2%	-0.5%	-0.4%	-0.1%	-1.1%	-0.5%	-0.5%
ELG1 repair inh	13%	-7%	8%	?	1%	?	7.3µM*	?	?	-14%
TCR act	-5%	-3%	4%	7%[46.1 µM]	-1%	3%	2%[46.1 µM]	-2%	5%	-5%
a7 integrin act	-3%	-36%[inhibitor]	-32%[inhibitor]	-19%	-21%	-9%	-27%	22%	17%	3%
BRCA1 expr act	26%	-41%	-82%	3.5µM*	7%	0%[1.84 µM]	-27%	16%	-13%	0%
TRPV1 ag	22	-2	-2	?	?	-10	-3	-1	2	29
A-T KAP1 phos	9%	10%	6%	-6%	3%	5%	5%	6%	-2%	-3%
MLL CXXC-DNA inh	5%	27%	-12%	?	-4%	-6%	10%	·	0%	-2%

[21] COc1ccc(C2CC(=O)C(C=NCC(C)C)=C(O)C2)cc1 (stereo not given)
[22] O=C(Nc1ccccc1)Nc1ccccc1C(=O)NCC1CC1
[23] BrC(/C=N/Nc1nc(N2CCOCC2)nc(N2CCOCC2)n1)=C/c1ccccc1
[24] CN(C)S(=O)(=O)c1ccc(Cl)c(NC(=O)COC(=O)CNS(=O)(=O)c2c(F)cccc2F)c1
[25] Cc1cc(=O)oc2cc(OC(C)C(=O)NCC3CCCO3)ccc12 (stereo not given)
[26] O=C(CCc1c[nH]c2ccccc12)OCc1ccc(Br)cc1
[27] O=C(NCc1ccccc1)C(=O)NCC1OCCN1S(=O)(=O)c1cccs1 (stereo not given)
[28] COc1ccc(NS(=O)(=O)c2cccc(C(=O)N/N=C/c3cn(-c4ccccc4)nc3-c3ccccc3)c2)cc1
[29] Cc1cc(C)c(S(=O)(=O)N2CCCCC2C(=O)O)c(C)c1 (stereo not given)
[30] COc1ccc(C(=O)C[n+]2ccccc2/C=N/O)cc1
assay / entry	21	22	23	24	25	26	27	28	29	30
PTAP TSG101 blk	2%	0%	0%	-5%	1%	0%	0%	-5%	-5%	-4%
p53 reactivation	·	0%	-4%	·	11%	1%	2%	3%	-9%	?
B2AR arrestin	0.5%	-0.1%	5.9%	·	-1.1%	0.2%	-0.6%	-0.6%	-0.2%	0.5%
ELG1 repair inh	-1%	-7%	12µM*	·	-15%	-22%	6%	24%	-4%	?
TCR act	5%	-11%	-5%	-10%	·	-2%	0%	1%	-14%	3%[46.1 µM]
a7 integrin act	5%	-9%	-54%[inhibitor]	?	-10%	24%	6%	19%	2%	-15%
BRCA1 expr act	-19%	2%	-27%	10%	-5%	-6%	0%	31%	-3%	1%
TRPV1 ag	5	9	?	·	1	-1	-1	1	-2	0
A-T KAP1 phos	-6%	3%	13%	·	1%	-4%	-17%	?	-3%	1%
MLL CXXC-DNA inh	2%	-5%	-7%	·	6%	-4%	5%	5%	16%	-3%

# Shown tab-delimited: part of the list above
no.	SMILES	PTAP TSG101 blk	p53 reactivation	B2AR arrestin	ELG1 repair inh	TCR act	a7 integrin act	BRCA1 expr act	TRPV1 ag	A-T KAP1 phos	MLL CXXC-DNA inh
22	O=C(Nc1ccccc1)Nc1ccccc1C(=O)NCC1CC1	0%	0%	-0.1%	-7%	-11%	-9%	2%	9	3%	-5%
23	BrC(/C=N/Nc1nc(N2CCOCC2)nc(N2CCOCC2)n1)=C/c1ccccc1	0%	-4%	5.9%	12µM*	-5%	-54%[inhibitor]	-27%	?	13%	-7%
24	CN(C)S(=O)(=O)c1ccc(Cl)c(NC(=O)COC(=O)CNS(=O)(=O)c2c(F)cccc2F)c1	-5%	·	·	·	-10%	?	10%	·	·	·

# (more compounds)
[31] COc1ccc(C(=O)COc2ccccc2N2C(=O)C3C4C=CC(C4)C3C2=O)cc1 (stereo not given)
[32] Cc1ccc2[nH]c(=O)c(CN(CCCN(C)C)C(=O)Nc3cccc(Cl)c3)cc2c1
[33] COC(=O)c1ccc(NC(=O)CN2CCOCC2)cc1
[34] CCOC(=O)c1ccc(NC(=O)NC2CC3CCC(C2)N3Cc2nnnn2C(C)(C)C)cc1 (stereo not given)
[35] CCCCC[C@H](O)/C=C/[C@@H]1[C@@H](CCCCCCC(=O)O)[C@@H](O)C[C@H]1O
[36] CCNc1ccc(Br)cc(C(=O)/C=C/c2ccc(Cl)cc2)c1=O
[37] CC(=O)Nc1ccc(C#Cc2ccc(NC(C)=O)cc2)cc1
assay / entry	31	32	33	34	35	36	37
PTAP TSG101 blk	0%	-10%	-4%	-8%	-10%	-2%	-7%
p53 reactivation	?	-2%	1%	3%	7%	-28%	2%
B2AR arrestin	0.0%	0.1%	0.0%	0.4%	0.0%	0.6%	0.3%
ELG1 repair inh	?	0%	21%	11%	-13%	21µM*	?
TCR act	-1%	-6%	-2%	4%	7%	1%[46.1 µM]	-1%
a7 integrin act	4%	-37%	14%	-51%[inhibitor]	·	-38%[inhibitor]	17%
BRCA1 expr act	?	-40%	25%	3%	6%	-79%[inhibitor]	11%
TRPV1 ag	5	0	0	?	2	0	3
A-T KAP1 phos	·	8%	-11%	-2%	1%	4%	3%
MLL CXXC-DNA inh	7%	?	0%	6%	15%	1%	1%
